# Source: PubChem (National Center for Advancing Translational Sciences (NCATS))
# Epigenetic reg – epigenetic control regulation, reporter derepression. murine LDR cells, GFP reporter derepression, 30 h. Potency, µM (doses to about 53.9 µM), inactives show at the highest dose GFP activation, usual class: activators. hit rate 0.2% among 280,000. AID 1865; also: potency is read from the fitted curve at half-maximal effect; % of control where 0% means no effect; nearly all actives have a fitted effect of over 60% in size
#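 Derepression of a silenced CMV-GFP reporter in murine LDR cells is scored by enumerating GFP-positive cells with a laser-scanning microplate cytometer after 30 hours of treatment at 37 C.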
# NPSR antagonist – blocks cAMP signaling of the human neuropeptide S receptor. hit rate 1% among 220,000. AID 1461. CHO-NPSR cells, cAMP TR-FRET, antagonist mode. Potency, µM (series often up to 38.3 µM), for the others: at the top dose activity change, negative = inhibition, hits mostly inhibitors; also: potency is read from the fitted curve at half-maximal effect; % is scaled to controls: 0 for no effect and ±100 for the full control effect; nearly all actives have a fitted effect of over 50% in size; many of its hits are not listed in these tables
# aGal spleen mod – inhibits or activates alpha-galactosidase in human spleen homogenate; P06280; hit rate 0.008% among 240,000; human spleen homogenate, 4MU-alpha-Gal fluorescence, 40 min; AID 2107; Potency, µM (titrated, usually from 80 µM), for the others: at the highest dose activity change, negative = inhibition, actives largely listed as inhibitors;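 also: potency is read from the fitted curve at half-maximal effect; 0% = enzyme with vehicle and -100% = no enzyme basal signal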
# Target sequence (P06280 32-429 limits assumed): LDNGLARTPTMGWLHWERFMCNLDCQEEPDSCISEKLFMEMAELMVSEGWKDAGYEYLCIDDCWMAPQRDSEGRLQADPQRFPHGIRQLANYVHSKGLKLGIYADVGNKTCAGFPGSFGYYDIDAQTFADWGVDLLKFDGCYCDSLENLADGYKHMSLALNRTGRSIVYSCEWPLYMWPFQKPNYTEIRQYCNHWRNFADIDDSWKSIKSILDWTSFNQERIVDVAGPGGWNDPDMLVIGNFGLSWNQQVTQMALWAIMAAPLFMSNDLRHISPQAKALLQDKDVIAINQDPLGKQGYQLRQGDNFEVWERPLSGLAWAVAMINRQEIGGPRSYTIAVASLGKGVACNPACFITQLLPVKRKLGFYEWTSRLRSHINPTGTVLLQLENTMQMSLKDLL
#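 Human spleen homogenate (1 ug) was the enzyme source, with 4-methylumbelliferyl-alpha-D-galactopyranoside (1 mM final) in pH 5.0 citrate buffer with 0.01% Tween-20. Compounds were titrated; after 40 min at 37C, NaOH/glycine stop, 4-MU fluorescence read; AC50 from Hill fits.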
# LMNA splice mod – changes lamin A minigene splicing in HeLa cells; HeLa LMNA splicing GFP/RFP minigene ratio, 48 h; Potency, µM (series often up to 46.1 µM), for the others: top-dose ratio change, negative = inhibition, most hits filed as inhibitors; hit rate 0.01% among 200,000; active = well fitted inhibition curve with a large enough effect in the signal ratio, with a control signal flat, not every such curve was filed as active; inconclusive = small, poorly fitted or top-dose-only effect, or effect the other way, or a change in a side signal; the % refers to the signal ratio; also: potency is read from the fitted curve at half-maximal effect; % is scaled to controls: 0 for no effect and ±100 for the full control effect
#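 Read-out is the ratio of GFP to DsRed2 object intensity, acquired by 488 nm laser-scanning cytometry on HeLa lamin A-EGFP minigene reporter cells. Compound incubation 48 hrs at 37 °C in Opti-MEM with 2% FBS; DMSO 0.5% final.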
# IMPase Li inh – IMPase inhibition in cells with lithium potentiation. CHO-M1 cells, IP1 TR-FRET (IP-One), carbachol + lithium. Potency, µM (doses to about 59.4 µM), for the others: top-dose activity, negative = IMPase inhibition, actives largely listed as inhibitors. hit rate 0.35% among 210,000;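 also: IP1 builds up when IMPase is blocked and the TR-FRET signal falls; potency is read from the fitted curve at half-maximal effect; plate controls were basal vehicle for no effect and high inhibitor control for full effect; nearly all actives have a fitted effect of over 50% in size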
#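 IP1 accumulation measured by competitive TR-FRET in lysed CHO-M1 cells after 30 min compound exposure at 37C, with a small lithium addition to potentiate weak responses. Hill-equation AC50 from ratio and donor-channel data.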
# Luc counter – Kinase-Glo luciferase inhibition (counter-screen). hit rate 0.28% among 200,000. Q27757. Kinase-Glo luciferase, ATP luminescence, 8 min. Potency, µM (top dose mostly 38.3 µM), for inactives: top-dose activity change, negative = inhibition, most hits filed as inhibitors; also: potency is read from the fitted curve at half-maximal effect; % is scaled to controls: 0 for no effect and ±100 for the full control effect; nearly all actives have a fitted effect of over 60% in size
#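 Compounds were added to a substrate mix at pH 7.2 (50 mM imidazole, 10 uM ATP, within the enzyme's linear range), followed by Kinase-Glo detection reagent; luminescence was measured after 8 minutes at ambient temperature.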
# CBFb RUNX1 block – inhibitors of human CBF-beta and RUNX1 interaction; Q01196+Q13951; AlphaScreen CBFb-His/RUNX1-biotin binding, biochemical; Potency, µM (series often up to 59.8 µM), inactives show at the highest dose activity, negative = inhibition, usual class: inhibitors; 230,000 tested, under 10 active; AID 1477; also: % of control where 0% means no effect
# Target sequence (Q01196 whole entry, looked up): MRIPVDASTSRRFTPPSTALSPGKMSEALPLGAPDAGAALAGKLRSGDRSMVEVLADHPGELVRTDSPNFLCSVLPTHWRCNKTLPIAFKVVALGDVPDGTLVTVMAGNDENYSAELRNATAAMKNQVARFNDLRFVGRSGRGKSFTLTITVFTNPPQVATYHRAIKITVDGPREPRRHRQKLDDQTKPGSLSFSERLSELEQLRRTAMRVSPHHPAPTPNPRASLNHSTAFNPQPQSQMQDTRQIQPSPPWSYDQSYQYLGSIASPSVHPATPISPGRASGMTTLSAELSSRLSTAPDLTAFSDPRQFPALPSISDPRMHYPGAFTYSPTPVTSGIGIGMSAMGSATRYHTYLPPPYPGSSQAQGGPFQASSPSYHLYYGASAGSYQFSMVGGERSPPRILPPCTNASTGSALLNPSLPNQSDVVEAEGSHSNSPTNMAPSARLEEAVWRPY
# Target sequence (Q13951 whole entry, looked up): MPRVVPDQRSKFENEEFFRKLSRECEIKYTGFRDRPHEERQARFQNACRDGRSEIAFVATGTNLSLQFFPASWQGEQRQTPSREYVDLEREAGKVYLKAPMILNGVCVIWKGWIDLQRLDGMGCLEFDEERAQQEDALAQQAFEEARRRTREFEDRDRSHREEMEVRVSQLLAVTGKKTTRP
#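 CBF-beta (His) and RUNX1 (biotin), 30 nM each; 20 min preassociation; + compound, 15 min; + beads 50 ng each (Ni, streptavidin), 90 min; RT; AlphaScreen read.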
# Starred values were filed as active, the others as inactive; ? = inconclusive; · = no result given; & = joins results of further samples; [ ] = another dose, or the depositor's remark. Unless noted, calls follow the shape of the dose curve; as a rule, active = well fitted curve in the direction sought with a large enough effect; inconclusive = small, poorly fitted or top-dose-only effect, or another doubt; inactive = no such curve, though single readings can be large; an effect the other way counts as inactive or inconclusive. These rows are one share of the data, so the mix of outcomes need not match the whole.
No.	SMILES	LMNA splice mod	NPSR antagonist	IMPase Li inh	Epigenetic reg	aGal spleen mod	CBFb RUNX1 block	Luc counter
1	COc1ccccc1-c1nc(SCC(=O)N(C)c2ccccc2)c2c(=O)n(C)c(=O)n(C)c2n1	7%[46 µM]	?	20%	1.3%	-3%	-8%	2%
2	COc1ccc(C(=O)COc2nc(C)cc(C)c2C#N)cc1	?	-15%[46.1 µM]	-5%[38.3 µM]	-1.2%	-3%	4%	-1%
3	Cc1cccc2c1-c1sc(C(=O)N3CCc4ccccc4C3)cc1CO2	8%	-25%	5%	1.1%	-11%	1%[2.36 µM]	0%
4	Cc1c(N2C(=O)CSC2c2ccccc2)c(=O)n(-c2ccccc2)n1C (centres undefined)	·	20%	·	-0.5%	-7%	1%	·
5	CCOC(=O)N1CCN(C(=S)NC)CC1	19%	0%[46.1 µM]	29%[38.3 µM]	-1.2%	4%	0%	-2%
6	CCn1c(SCC(=O)N2CCN(c3ccccc3)CC2)nc2c(c1=O)SC(C)C2 (centres undefined)	-16%	-17%[46.1 µM]	-2%	-1.0%	3%	-10%	0%
7	CCOC(=O)C1CCN(c2c(NCCN3CCCCC3C)c(=O)c2=O)CC1 (centres undefined)	-3%	13%	13%	-1.0%	3%	7%	2%
8	COc1cccc(C2CC(c3ccccc3)Nc3nc(N)nn32)c1 (centres undefined)	·	5%	-2%	-0.2%	13%	5%	·
9	O=C(COC(=O)CCC1CCCC1)Nc1ccccc1OC(F)F	?	8%	-7%	-7.9%	-5%	-1%	1%
10	O=C(NCc1n[nH]c(=S)n1-c1ccc(F)cc1)c1ccc(S(=O)(=O)N2CCOCC2)cc1	·	20%	8%	0.0%	-4%	-9%	·
11	Cc1ccccc1C(=O)NC(NC(=O)c1ccccc1C)c1cccc([N+](=O)[O-])c1	?	9%	-6%	-2.0%	1%	-2%	-1%
12	O=C(Nc1ncc2c(n1)-c1ccccc1OC2)c1cccc([N+](=O)[O-])c1	-1%[46 µM]	-7%	-3%	3.9%	-4%	-1%	2%
13	CC(=O)/C(N=Nc1cccc(C(F)(F)F)c1)=C(\C)O	·	10%	6%	0.0%	-1%	-7%	-1%
14	CCOc1cc(C2CC(=O)NC3=C2C(=O)C(C(=O)OC)C(C)C3)cc(Cl)c1O (centres undefined)	-11%	-8%[46.1 µM]	2%[38.3 µM]	-0.5%	-4%	5%	3%
15	Cn1c(NC(=O)Cc2ccc(F)cc2)cc(=O)n(C)c1=O	-5%	-3%[46.1 µM]	-6%[38.3 µM]	1.0%	-1%	-18%	3%
16	Cc1ccc(CNC(=O)Cn2c(=O)oc3ccccc32)o1	?	8%[46.1 µM]	-4%[38.3 µM]	0.0%	-3%	0%	4%
17	CCc1ccc2oc(=O)cc(CN(C)Cc3ccccc3)c2c1	-10%	?	24%[38.3 µM]	0.0%	10%	24%	-1%
18	CC(=O)N1CCC2(CCCN(c3ccncc3)C2)CC1	·	·	11%	·	1%	·	1%
19	CC(C)=CCC/C(C)=C/CCC(C)NCCN1CCNCC1 (centres undefined)	18%	-2%[46.1 µM]	11%[38.3 µM]	-7.1%	-6%	6%	1%
20	COCC1=C2c3ccccc3[C@H](C[N+](=O)[O-])C(C(=O)OC)(C(=O)OC)CC2C2C(=O)N(c3ccccc3)C(=O)C2C1 (some centres undefined)	·	·	3%&8%	0.0%&-1.1%	0%&-4%	-3%&-8%	1%&1%
21	O=C(N/N=C\c1ccc(Oc2ccccc2)cc1)c1csnn1	8%[46 µM]	-1%	-1%	-2.0%	-1%	15%	-9%
22	CCS(=O)(=O)N1CCC(C(=O)NCc2cccnc2)CC1	12%	-5%[46.1 µM]	-8%[38.3 µM]	0.4%	-12%	3%	1%
23	Cc1cc(C(=O)COc2ncnc3sccc23)c(C)n1C1CC1	?	-19%[46.1 µM]	19%[38.3 µM]	11%	-2%	9%	0%
24	CCN(Cc1ccccc1)C(=O)Cn1c(C(C)O)nc2ccccc21 (centres undefined)	20%[46 µM]	8%	-4%	-1.4%	-17%	1%	-1%
25	Cc1cc(/C=C(\C#N)C(=O)NC2CCCCCC2)c(C)n1C	2%	-7%	-3%	1.9%	-4%	1%	2%
26	Cc1[nH]c(=O)[nH]c(=O)c1/C=N/NC(=O)CCNC(=O)OC(C)(C)C	·	18%	·	-2.3%	10%	6%	·
27	CCCCn1c(N)c(NCCC(C)C)c(=O)[nH]c1=O	-13%	1%	-3%	-3.0%	0%	9%	-1%
28	COc1ccccc1NC(=O)c1cc2ccccc2nc1C	·	-2%	5%	4.9%	11%	-12%	0%
29	CCCc1cc(=O)n2[nH]c(NCc3c(Cl)cccc3Cl)nc2n1	-10%	-9%[46.1 µM]	14%[38.3 µM]	0.0%	-4%	1%	-3%
30	Cc1cccc(-n2cnc(C(=O)NC3CCCCCC3)c2)n1	2%	-18%[46.1 µM]	0%[38.3 µM]	0.8%	-5%	-1%	-7%

# Complete entries from above. Screens in order: LMNA splice mod, NPSR antagonist, IMPase Li inh, Epigenetic reg, aGal spleen mod, CBFb RUNX1 block, Luc counter
# Record of Cc1ccccc1C(=O)NC(NC(=O)c1ccccc1C)c1cccc([N+](=O)[O-])c1 → ?, 9%, -6%, -2.0%, 1%, -2%, -1%
# Record of CC(=O)N1CCC2(CCCN(c3ccncc3)C2)CC1 → ·, ·, 11%, ·, 1%, ·, 1%

# The results go on.
No.	SMILES	LMNA splice mod	NPSR antagonist	IMPase Li inh	Epigenetic reg	aGal spleen mod	CBFb RUNX1 block	Luc counter
31	COc1ccc(-c2[nH]ncc2-c2cnn(-c3ccccc3)c2)c(O)c1	1%	-22%[46.1 µM]	1%[38.3 µM]	0.0%	-2%	-1%	-3%
32	O=C(Nc1nc(-c2cccs2)cs1)c1ccc(Cl)s1	?	?	0%	2.0%	6%	1%	3%
33	COc1ccc(N(CC(=O)NC(C)C)S(=O)(=O)c2ccc(NC(C)=O)cc2)cc1	-2%	-12%[46.1 µM]	21%[38.3 µM]	0.7%	26%	1%	-2%
34	Cc1ccc([N+](=O)[O-])cc1NC(=O)Cc1ccc(F)cc1	·	1%	-5%	0.9%	2%	-3%	·
35	COCC(=O)N(Cc1ccc(OC)cc1)Cc1nc2ccccc2c(=O)[nH]1	5%	-7%[46.1 µM]	23%[38.3 µM]	0.9%	7%	7%	0%
36	CCN(CC)CC(O)COc1ccccc1C(=O)CCc1ccccc1 (centres undefined)	-2%	15%[46.1 µM]	·	-1.6%	3%	6%	·
37	Cc1ccc(NC(=O)CSc2nnc(CN3CCOCC3)n2C)cc1C	4%	6%	0%	0.2%	-1%	5%	18%
38	NCCCCCCNS(=O)(=O)c1cccc2c(Cl)cccc12	?	?	6%&-30%&10%&9%	-1.2%&0.0%&-1.2%&-0.8%	-18%&0%&-9%&4%	-7%	-2%&-1%&-1%
39	c1ccc2c(-c3nnc(SCc4cn5ccccc5n4)o3)c[nH]c2c1	-8%	-4%[46.1 µM]	25%[38.3 µM]	0.8%	8%	-5%	-2%
40	O=C(Nc1cccc(Cl)c1N1CCOCC1)c1cccnc1Cl	·	-2%	·	-1.1%	-7%	5%	·
41	Cc1cc(C)c2nc(SCc3ccc([N+](=O)[O-])cc3)nc(C)c2c1	10%	2%[46.1 µM]	-5%[38.3 µM]	-0.9%	9%	1%	-1%
42	O=C(CS(=O)(=O)c1cn(Cc2ccc(Cl)cc2)c2ccccc12)N1CCCCC1	-15%	-30%[46.1 µM]	28%[38.3 µM]	-0.8%	-22%	6%	3%
43	O=C(Nc1ccccn1)c1c(O)c2cccc3c2n(c1=O)CCC3	?	-16%[46.1 µM]	-2%[38.3 µM]	8.1%	12%	6%	0%
44	COc1ccc(Cn2nnnc2C(c2ccncc2)N2CCOCC2)cc1 (centres undefined)	2%	-7%[46.1 µM]	21%[38.3 µM]	-1.1%	7%	4%	-3%
45	COc1ccc(NC(=O)CN(c2ccc(C)cc2)S(C)(=O)=O)c(OC)c1	3%	?	5%[38.3 µM]	4.9%	1%	10%	6%
46	O=C1NC(c2cccnc2)C(C(=O)c2cccs2)C(O)(C(F)(F)F)N1 (centres undefined)	-13%	-5%[46.1 µM]	6%[38.3 µM]	-9.5%	3%	13%	0%
47	c1ccc(Nc2nc(N3CCCCC3)nc(N3CCCCC3)n2)cc1	-26%	?	12%[38.3 µM]	-4.6%	-20%	1%	1%
48	Cc1ccc(/C=C/C(=O)N2CCN(c3cccc(C(F)(F)F)c3)CC2)cc1	-10%	17%	-7%	-1.0%	2%	-2%	3%
49	O=C1C=C(Nc2ccc(Cl)cc2)CC(c2ccc(Cl)cc2)C1 (centres undefined)	-4%	?	21%[38.3 µM]	-1.8%	6%	10%	3%
50	O=C(Nc1ccccc1Cl)N1CCN(c2ncccn2)CC1	19%	2%[46.1 µM]	9%[38.3 µM]	-0.8%	12%	25%	3%
51	Cc1cccc(NNC(=O)C(=O)NNc2cccc(C)c2)c1	·	-7%	·	-2.9%	4%	1%	·
52	COCCNc1nc(C)nc2c1nc(-c1ccccc1)n2C1CCN(Cc2ccccc2)C1 (centres undefined)	·	·	1%	1.5%	1%	1%	3%
53	O=c1[nH]cnc2nc(-c3ccccc3)c(-c3ccccc3)nc12	-14%	-11%[46.1 µM]	-1%	1.7%	1%	3%	4%
54	Cc1ccc(SC(CC(=O)c2ccc(C)cc2)C(=O)O)cc1 (centres undefined)	?	-29%[46.1 µM]	20%[38.3 µM]	-1.5%	8%	20%	-1%
55	CCOC(=O)c1nnn(CC(=O)N2N=C(c3cccc4ccccc34)CC2c2ccccc2)c1C(=O)OCC (centres undefined)	?	-9%[46.1 µM]	9%	2.3%	0%	6%	-2%
56	COc1ccc(NS(=O)(=O)c2ccc(NC(=S)NC(=O)c3cccc(F)c3)cc2)nn1	-1%	-16%	-5%	1.1%	-2%	-1%	?
57	COc1ccc2cc(Br)ccc2c1CC(=O)N(C)C	2%[46 µM]	2%	-8%	-1.2%	1%	-2%	0%
58	FC(F)(F)c1cc(N2CCN(Cc3ccccc3)CC2)c2ccccc2n1	·	-45%	·	-4.2%	5%	?	·
59	CCC(=O)OC1(C)C(=O)C=C2C=C(c3ccsc3)OC=C2C1=O (centres undefined)	·	1%	3%	0.1%&8.1%	15%&11%	?	-10%
60	CCc1nc(SCC(=O)Nc2ccc(N(C)C)cc2)c2ccccc2n1	·	-24%	·	1.0%	2%	1%	·
61	O=C1C2C3CCC(C3NCc3ccccc3)C2C(=O)N1Cc1ccccc1 (centres undefined)	-6%	-12%[46.1 µM]	14%[38.3 µM]	-0.4%	2%	9%	-6%
